# Source: PubChem BioAssay
# Thrombin inh = thrombin (human) inhibition. P00734. alpha-thrombin, Boc-VPR-AMC fluorogenic substrate cleavage. inhibition, % at 5 µM. 0.26% of 220,000 active. AID 1046;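 active means inhibition at or above 40%; inactive means inhibition below 40%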;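 further: 0% = enzyme with no compound and 100% = wells without enzyme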
#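 System: Human alpha-thrombin protein | Medium: pH 7.5 Tris (50 mM) with NaCl 150 mM, Tween 20 0.05% | Times: Enzyme reaction carried out at room temperature | Detection: AMC fluorescence, 355/460 nm | Evaluation: Percent inhibition scaled between no-compound controls and no-enzyme blanks | Benchmarks: Enzyme without compound as high, wells lacking enzyme as low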
# Hck Nef HTS = human Hck-Nef kinase inhibition; P08631; Recombinant Hck-YEEI plus Nef, Z-Lyte FRET kinase assay; inhibition, % at 20 µM; 0.68% of 220,000 active; AID 463187;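 active means Hck-Nef kinase inhibition above about 50%, limit read from the data; inactive means inhibition below that limit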;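 further: 0% = DMSO with Hck plus Nef and 100% = Hck alone without Nef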
# FXIIa inh = factor XIIa (human) inhibition; 0.3% of 220,000 active; inhibition, % at 5 µM; AID 800; purified FXIIa, Boc-QGR-AMC fluorogenic substrate, 2 h; in the data active means inhibition above about 40%;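 further: 0% = enzyme with no compound and 100% = blank without enzyme; many of its hits are not listed in these tables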
# Wee1 degr inh = blocks degradation of human Wee1 kinase; HeLa Luc-Wee1K328M stability, luciferase luminescence; 100% = proteasome inhibitor MG132 effect; reporter increase, % at 5 µM; 1.2% of 220,000 active;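 active means activation above the mean of all tested compounds plus 3 SD, set per screening run, cut at about 8.8% in these data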;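 further: cells exposed to compound for 20 h before luminescence read; 0% = DMSO alone and 100% = MG132 at 30 µM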
# Target sequence (P30291 whole entry K328M): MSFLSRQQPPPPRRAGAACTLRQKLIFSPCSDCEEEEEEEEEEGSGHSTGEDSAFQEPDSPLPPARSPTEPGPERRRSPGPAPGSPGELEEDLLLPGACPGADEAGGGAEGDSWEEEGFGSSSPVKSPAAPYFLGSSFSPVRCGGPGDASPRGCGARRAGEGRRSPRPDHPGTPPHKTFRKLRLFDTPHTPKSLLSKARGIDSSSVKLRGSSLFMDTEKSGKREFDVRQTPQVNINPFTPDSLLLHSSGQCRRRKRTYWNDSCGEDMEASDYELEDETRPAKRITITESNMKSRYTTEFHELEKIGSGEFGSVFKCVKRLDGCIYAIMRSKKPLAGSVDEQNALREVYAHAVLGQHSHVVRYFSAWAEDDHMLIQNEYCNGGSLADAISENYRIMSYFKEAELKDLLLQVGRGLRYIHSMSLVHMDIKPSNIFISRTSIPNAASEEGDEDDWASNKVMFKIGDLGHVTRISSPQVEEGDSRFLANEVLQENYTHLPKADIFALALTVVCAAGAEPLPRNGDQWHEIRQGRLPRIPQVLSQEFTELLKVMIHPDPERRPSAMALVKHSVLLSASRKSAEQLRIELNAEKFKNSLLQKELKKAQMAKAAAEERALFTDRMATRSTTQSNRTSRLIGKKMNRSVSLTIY
# Runt-CBFb FRET = Runt domain-CBFb interaction inhibition; Q01196+Q13951; Cerulean-Runt/Venus-CBFb FRET ratio 530/480, 1 h; inhibition, % at 20 µM; 0.46% of 220,000 active; AID 1496;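 active means inhibition over about 50% at 20 µM in the single-dose screen, limit read from the data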;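 further: 0% = DMSO wells and 100% = excess unlabeled CBFb competitor control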
#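 Schedule: protein complex preformed 1 h, compound exposure 1 h, room temperature, dark; test system: Cerulean-labeled Runt domain protein; amount: 100 nM per protein; buffer or medium: Tris 50 mM pH 7.5, KCl, K2SO4, 0.01% BSA; read-out: loss of energy transfer signal; detection: FRET fluorescence; controls: 5 µM unlabeled CBFb as full-inhibition high control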
# Runt-SMMHC FRET = Runt domain-CBFb-SMMHC interaction inhibition; AID 1434; 0.74% of 220,000 active; Cerulean-Runt/Venus-CBFb-SMMHC FRET ratio 530/480, 1 h; inhibition, % at 20 µM; Q01196+Q13951;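 active means mean inhibition across duplicate retests at 20 µM reaching about 50%, limit read from the data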;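 further: 0% = DMSO wells and 100% = wells with excess untagged CBFb-SMMHC; inhibitors lower the FRET ratio by blocking Runt binding to CBFb-SMMHC; some results filed as inactive read as strong as hits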
# 14-3-3 Bad PPI = disrupts binding of bovine 14-3-3 zeta to phospho-Bad peptide | P63103 | TR-FRET 14-3-3zeta/Dy647-pBad peptide displacement, 1 h | inhibition, % at 21.7 µM | 0.71% of 220,000 active | AID 781;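 active means inhibition above about 70%, limit read from the data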;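 further: 0% = full 14-3-3 plus peptide FRET controls and 100% = background without 14-3-3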
# Target sequence (P63103 whole entry, looked up): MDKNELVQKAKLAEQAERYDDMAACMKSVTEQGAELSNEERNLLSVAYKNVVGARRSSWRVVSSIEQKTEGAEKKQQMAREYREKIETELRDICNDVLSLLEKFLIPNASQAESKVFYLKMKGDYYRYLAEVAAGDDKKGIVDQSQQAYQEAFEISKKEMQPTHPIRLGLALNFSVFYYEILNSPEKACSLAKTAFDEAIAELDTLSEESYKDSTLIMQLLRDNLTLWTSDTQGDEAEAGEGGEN
# FXIa inh 1536 = factor XIa (human) inhibition | purified FXIa, Boc-Glu-Ala-Arg-AMC fluorogenic substrate | inhibition, % at 5 µM | 0.14% of 220,000 active | P03951;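 active means inhibition of at least 40%; inactive means inhibition below 40%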;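 further: fluorescence of freed AMC excited at 355 nm; 0% = enzyme without compound and 100% = no enzyme blank; many of its hits are not listed in these tables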
# hK5 inh = blocks human kallikrein 5 protease activity; recombinant hK5, fluorogenic AMC substrate cleavage; 0.59% of 210,000 active; inhibition, % at 5 µM; Q9Y337;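 active means inhibition of 40% or more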;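 further: 0% = enzyme controls without compound and 100% = no-enzyme blanks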
# * = called active by the depositor; x = not tested or not shown; [ ] = another dose, or the depositor's remark.
SMILES,Thrombin inh,Hck Nef HTS,FXIIa inh,Wee1 degr inh,Runt-CBFb FRET,Runt-SMMHC FRET,14-3-3 Bad PPI,FXIa inh 1536,hK5 inh
C=C(C)CSc1nnc(-c2ccccc2)n1N,0.1,-0.1,-4.4,-0.8,1.2,-3.9,7.0[fluorescence artefact?],-0.3,4.2
Fc1ccccc1N1CCN(Cc2cccnc2)CC1,-0.2,3.5,8.3,-2.8,-1.9,2.2,52.1,0.8,-8.1
O=C1C(c2ccc(F)cc2)N(Cc2ccc3c(c2)OCO3)C(=O)CN1C1CCCCC1 (centres undefined),-6.0,-0.9,5.6,-2.1,-1.7,-0.5,1.2,2.2,6.6
Cc1nnc(SCc2ccc(CC(=O)O)cc2)o1,1.5,-0.4,20.7,-0.5,-1.8,2.6,-10.2,2.8,-4.5
Cc1ccc(Cc2nnc3n(-c4ccccc4)nc(C(=O)c4ccccc4)n3c2=O)cc1,-2.8,5.8,3.6,-1.4,-0.9,-3.8,3.3,-3.6,-22.0
COC(=O)c1c(NC(=O)c2ccccc2)sc2c1CC(C)(C)NC2(C)C,4.1,11.9,13.9,-0.6,1.0,-2.0,-1.1,2.9,3.8
CCc1nn(CC(=O)Nc2ccc(Br)c(C)c2)c(=N)s1,-1.1,3.0,4.3,-1.7,-1.7,-0.6,-6.0,-3.2,-7.3
COc1ccc(C2=NN(C(N)=S)C(c3ccccc3)C2)cc1 (centres undefined),22.9,-41.2,18.6,2.9,0.9,-7.8,-16.0,13.7,x
CCCCCc1ccc(-c2nnc(N)s2)cc1,-3.5,24.8,9.2,1.1,-4.2,0.8,-10.6,-2.3,10.2
O=Nc1ccc(NOC(=O)c2ccc(Br)cc2)cc1,0.9,0.5,39.2,0.4,-2.1,5.2,-2.9,4.8,1.7
Nc1ccc(N2CCCCC2)c(S(=O)(=O)Nc2ccc(Cl)cc2)c1,-1.1,-4.4,9.1,-3.3,-0.9,-0.3,-2.0,-6.2,10.3
Cc1ccccc1OCCn1c(=O)sc2ccccc21,-0.5,-3.0,7.1,1.0,-3.8,-1.1,-4.0,4.1,-10.7
O=C(O)CC(C(=O)Nc1ccc(Cl)c(Cl)c1)C1CCCO1 (centres undefined),-2.5,-0.2,5.8,1.7,-1.2,1.8,-3.1,-6.1,1.1
O=C1NC2(CCN(Cc3ccccc3)CC2)Oc2ccccc21,-0.2,-3.5,8.4,-2.1,-0.4,-7.1,11.9,1.7,x
C/C(N)=C(/C#N)C(=O)COC(=O)c1cc(-c2cccc3ccccc23)nc2ccccc12,-13.0,1.0,7.7,-1.2,-2.8,-2.6,-13.9,0.2,-9.8
CCOC(=O)c1ccc(NC(=O)C(=O)NCc2ccco2)cc1,7.0,32.9,10.6,-0.5,-0.7,2.7,-3.8,-0.3,15.4
COc1ccc(-c2cc(-c3ccccc3O)[nH]n2)cc1OC,0.7,2.5,9.1,-0.2,-2.5,1.3,-10.1,-2.5,-8.2
CCn1c(O)c(N=NC(=O)C(O)c2ccccc2)c2ccccc21 (centres undefined),-1.2,21.1,9.8,-0.3,2.0,0.0,-0.1,0.1,-0.7
O=C(NCc1ccccc1Cl)c1ccc[nH]1,-2.9,1.5,3.4,2.6,-1.2,0.0,-22.4,-5.6,-11.1
CNS(=O)(=O)/C=C/c1ccccc1,-3.9,-14.7,5.6,-2.5,-0.1,-0.8,-9.2,8.7,-2.8
CCC(C)[C@@H](C(=O)NCC1CCC(C(=O)O)CC1)n1nnc2ccccc2c1=O (some centres undefined),1.1,-1.2,8.2,0.6,0.7,-3.3,-5.4[fluorescence artefact?],-0.7,2.2
CCc1ccc(NC(=S)N(Cc2cccnc2)Cc2ccco2)cc1,-3.4,15.7,-0.4,-2.6,0.6,2.3,-9.8,1.9,-1.8
COc1ccc([N+](=O)[O-])cc1C(=O)Nc1ccc(OCC(=O)N2CCOCC2)cc1,1.5,1.7,-0.5,-1.1,-1.2,1.9,-5.7,6.6,-6.1
O=C(CSc1ccccn1)Nc1ccc2c(c1)OCO2,1.6,22.2,12.9,-1.2,0.2,1.0,-0.6,3.5,4.8
COc1ccc2[nH]c(=O)c(CN(C(=O)c3cccnc3)c3ccc(C)c(C)c3)cc2c1,-11.4,21.9,1.0,-2.8,-1.1,-0.5,2.8,-0.8,-0.9
COc1ccc(-c2csc(NC(=S)NC(=O)/C=C/c3ccco3)n2)cc1Br,0.3,78.4*,11.2,3.6,0.2,-4.6,17.4,3.6,1.5
O=C1c2ccccc2C(=O)N1CCCn1c(=O)oc2ccccc21,4.1,8.6,14.6,-1.9,-0.6,-6.4,0.1,5.1,1.2
Cc1cc(=O)n2nc(N3CCC(C(=O)NC(C)c4ccccc4)CC3)sc2n1 (centres undefined),-9.2,-2.3,-10.0,2.1,0.8,2.9,-8.0[fluorescence artefact?],-5.1,-14.5
COc1cccc(/C=N/n2c(N)nc3ccccc32)c1OC,-2.5,3.7,3.8,0.6,-6.8,0.5,-0.4[fluorescence artefact?],3.7,-15.6
Cc1cccc(C2Nc3ccccc3C(=O)N2NC(=O)c2ccc([N+](=O)[O-])cc2)n1 (centres undefined),2.1,1.6,12.5,-1.3,1.4,-1.3,73.5*,25.4,-4.8
COC(=O)c1c(C)oc(C)c1S(=O)(=O)Nc1ccc(C(C)C)cc1,-3.4,6.5,-2.5,-0.8,0.2,-3.9,3.1,-0.3,-0.2
CC1CCCC(NC2CCCCNC2=O)C1 (centres undefined),-5.3,-0.5,6.4,2.0,-1.8,-1.2,10.6,-0.2,-2.0
O=C(CN1C(=O)COc2ccccc21)N(Cc1cccnc1)Cc1ccccc1F,-2.3,1.7,7.9,-3.2,1.4,-2.6,5.6,-5.2,10.2
CC1CC(=O)Nc2ccccc2N1C(=O)Nc1ccc(F)cc1F (centres undefined),-0.9,2.6,7.6,-1.8,-2.3,3.8,-3.0,2.5,0.1
NC(=O)c1ccccc1OCC(=O)c1ccc(Cl)cc1,1.6,20.4,6.1,-1.9,1.3,-2.2,3.9,2.6,5.1
O=C(Nc1nc2ccccc2[nH]1)c1cccc(S(=O)(=O)N2CCOCC2)c1,-8.4,3.5,9.3,-0.7,0.0,-1.0,-10.6[fluorescence artefact?],3.4,-11.5
CN(C)Cc1cc(CCNC(=O)c2ccc(Cl)cc2)ccc1O,-7.0,1.2,10.5,-1.1,-3.5,-9.5,-15.0[fluorescence artefact?],3.2,-16.2
CCS(=O)(=O)c1ccc2c(c1)N(S(C)(=O)=O)CC(C(=O)NCc1ccccc1OC)O2 (centres undefined),2.9,1.0,13.9,-0.2,1.5,4.3,-7.6,3.8,-6.9
Cc1cc(SCCOc2ccccc2)nc(N)n1,-0.1,1.1,16.1,-2.2,x,-8.3,-13.6[fluorescence artefact?],2.3,-7.8
CCCCOC(=O)CCN1C(=O)/C(=C2\SC(=S)N(CCC(=O)OCCCC)C2=O)SC1=S,0.4,3.4,5.6,-3.4,0.4,-5.2,4.9,8.9,-1.1
O=c1c2ccccc2[nH]c2ccccc12,-3.9,144.1*,4.5,4.2,120.1*,82.9*,-13.7[fluorescence artefact?],5.3,-11.0
CSc1ccc(-c2nc(CSCC(=O)NCCCN3CCOCC3)c(C)o2)cc1,-6.1,4.7,15.1,1.4,10.5,2.0,-0.3,-12.2,0.8
FC(F)(F)c1ccc(-c2csc(-c3ccno3)n2)cc1,1.9,-0.3,6.9,-1.8,-2.6,-6.7,9.6,1.3,3.5
Cc1ccc(NC(=O)c2sc3nc(C)nc(N4CCN(c5ccccn5)CC4)c3c2C)c(C)c1,-1.7,-5.0,2.5,0.0,-7.5,-2.0,-13.2,-4.6,-13.8
CS(=O)(=O)c1ccc(C(=O)NCC2(N3CCCCC3)CCCCC2)cc1,-9.7,-1.5,5.4,6.8,-2.1,-3.4,-7.0[fluorescence artefact?],-6.5,-11.6
CCOC(=O)N1CCN(CC(O)COc2c(C)cccc2C)CC1 (centres undefined),4.1,20.3,22.7,1.4,-2.8,-6.6,-5.3,9.4,-14.5
O=C(CSc1ccc2c(c1)OCCO2)Nc1cccnc1Cl,7.9,21.7,7.2,-2.1,0.3,-0.8,-13.4,-2.3,2.2
CC1Oc2ccccc2N(CC(=O)NCc2ccccc2)C1=O (centres undefined),-0.8,21.2,11.6,0.5,-0.5,0.0,1.9,-3.9,10.0
Cc1cc(N2C(=O)C3CC=CC(C)C3C2=O)no1 (centres undefined),-1.5,-4.5,5.5,-0.9,-2.7,-30.1,-8.3,-3.4,-9.8
COC(=O)NC(=S)Nc1ccc(Oc2ccc(Cl)cc2Cl)c(Cl)c1,1.7,0.4,9.8,0.4,2.9,1.9,1.8[fluorescence artefact?],8.2,7.0
COc1cc(C2=NOC(C(=O)NCc3ccc(F)cc3)C2)cc(OC)c1OC (centres undefined),-0.5,2.3,14.3,-2.6,-0.9,16.1,0.3,-3.1,-5.8
Clc1ccc(C[n+]2cc(-c3ccccc3)n3c2CCC3)cc1Cl,1.6,5.0,21.4,-2.1,1.8,2.4,12.9,18.9,-7.5
C=CCn1c(=NC(=O)c2ccco2)sc2cc(C(=O)OC)ccc21,-1.9,2.7,3.0,5.2,-0.3,0.2,57.4,10.8,-5.3
Cc1ccccc1C(=O)c1cccn1CC(=O)NC(C)c1ccc2c(c1)OCCO2 (centres undefined),1.0,-2.8,0.2,-2.4,-2.2,-6.1,0.0,-5.6,-17.9
O=C1CCCC2=C1C(c1ccncc1)n1c(nc3ccccc31)N2 (centres undefined),-11.4,47.0,x,2.1,4.1,3.8,0.1,-8.5,-6.7
O=C(Cc1cccs1)N=Nc1c(O)[nH]c2ccc(Br)cc12,0.2,22.1,12.1,-3.9,-3.0,-3.3,-12.0,7.6,3.0
Cc1nc(N2CCC3(CC2)OCCO3)c2nnn(Cc3ccccc3F)c2n1,-6.6,11.1,0.7,-0.3,2.3,-4.7,10.3,-1.5,-6.6
CC(C)CCC(C)N=Cc1c(O)n(Cc2ccccc2)c(=O)c2ccccc12 (centres undefined),-3.4,-16.5,11.8,0.2,0.5,0.9,-2.6,4.1,1.5
O=[N+]([O-])c1ccc(N=Cc2ccc(Br)c([N+](=O)[O-])c2)cc1,-3.5,15.2,12.3,0.9,3.7,-1.1,12.3,6.8,-5.8
COCCn1cnnc1SCC(=O)Nc1cc(OC)c([N+](=O)[O-])cc1C,0.7,23.6,3.1,-1.1,-3.0,1.0,-6.8,3.4,-3.3
C(=N\N(Cc1ccccc1)c1ccccc1)/c1cccnc1,-2.6,23.3,13.5,1.4,-4.7,-1.2,-22.1,1.6,3.1
